influenza NS1A – NS1A inhibition, H1N1 influenza, cell based functional assay (AID 504329); 0.3% of 340,000 active; NS1A functional cell-based assay, percent inhibition; higher % means a stronger effect; inhibition, % at 12.5 µM; hits with a dose series show IC50 in µM; in the data active = a potency from the dose series; inconclusive = inhibition above about 27% without an active follow-up result; note: strong numbers were not always called active
tuberculosis growth – growth inhibition of non-replicating M. tuberculosis (AID 488890); 0.39% of 320,000 active; one-dose inhibition, % at 25 µM; IC50 in µM for titrated hits; Mycobacterium tuberculosis non-replicating, growth inhibition; higher % means a stronger effect; in the data active = a potency from the dose series; inconclusive = inhibition mostly from about 82% at the one dose, without a potency; inactive = the rest, 99 in 100 with inhibition below about 76%;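 note: plate controls were DMSO cells for no effect and high antibiotic wells for full effect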
H37Rv inhibition – M. tuberculosis growth inhibition, HTS (AID 449762) | inhibition, % at 25 µM; hits with a dose series show IC50 in µM | 0.59% of 330,000 active | M. tuberculosis H37Rv growth inhibition, 7H9 media; higher % means a stronger effect; in the data active = a potency from the dose series; inconclusive = inhibition above about 70% without an active follow-up result;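 note: bacterial growth assessed after seven days of incubation; strong numbers were not always called active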
Salmonella PhoP GFP – Inhibition of PhoP regulon, Salmonella typhi GFP reporter cells, confirmation, 4 h (AID 1850); 0.33% of 310,000 active; Salmonella Typhi PhoP-promoter GFP reporter, fluorescence, 4 h; higher % means a stronger effect; one-dose inhibition, % at 50 µM; IC50 in µM for titrated hits; in the data active = a potency from the dose series; inconclusive = inhibition mostly from about 25% at the one dose, without a potency; inactive = the rest, 99 in 100 with inhibition below about 19%;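 note: 0% = induced wells with vehicle and 100% = uninduced wells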
inhibitors of VEEV – inhibitors of VEEV TC-83 cytopathic effect, confirmation, Vero cells (AID 588727). Vero cells, VEEV TC-83 cytopathic effect inhibition; higher % means a stronger effect. 0.13% of 350,000 active. inhibition, % at 20 µM, or IC50 in µM where a hit was titrated; in the data active = a potency from the dose series; inconclusive = inhibition mostly from about 14% at the one dose, without a potency; inactive = the rest, 99 in 100 with inhibition below about 12%; note: strong numbers were not always called active
inhibitors of VEEV 10K pilot screen – second read-out of inhibitors of VEEV, no call of its own (marks repeat the call); inhibition, %; measured here: 10K pilot screen inhibition
Numbers without * were called inactive; i = inactive; ? = inconclusive; . = no result given.

Preview (5 entries):
SMILES	influenza NS1A	tuberculosis growth	H37Rv inhibition	Salmonella PhoP GFP	inhibitors of VEEV	others
COc1ccc(C(=O)Cn2nnc(-c3ccc(N4CCOCC4)cc3)n2)cc1OC	-52%	-7%	-8%	6%	1.9%
COc1cc(SC)ccc1C(=O)NC1CCCCC1	6%	59%	-4%	-10%	6.2%
CS(=O)(=O)c1ccc(CNC(=O)C2(C(F)(F)F)C/C(=C\Cc3ccccc3)CCCO2)cc1 (stereo not given)	1%	-2%	2%	6%	0.8%
COC(=O)CSc1nc(SCc2ccc(C)cc2)nc2c1CCCC2	-18%	23%	-3%	-7%	1.1%
COc1ccc(OC)c(C(=O)COC(=O)COc2ccccc2F)c1	-17%	.	.	.	0.9%

Main list, from the first entry:
SMILES	influenza NS1A	tuberculosis growth	H37Rv inhibition	Salmonella PhoP GFP	inhibitors of VEEV	others
COc1ccc(C(=O)Cn2nnc(-c3ccc(N4CCOCC4)cc3)n2)cc1OC	-52%	-7%	-8%	6%	1.9%
COc1cc(SC)ccc1C(=O)NC1CCCCC1	6%	59%	-4%	-10%	6.2%
CS(=O)(=O)c1ccc(CNC(=O)C2(C(F)(F)F)C/C(=C\Cc3ccccc3)CCCO2)cc1 (stereo not given)	1%	-2%	2%	6%	0.8%
COC(=O)CSc1nc(SCc2ccc(C)cc2)nc2c1CCCC2	-18%	23%	-3%	-7%	1.1%
COc1ccc(OC)c(C(=O)COC(=O)COc2ccccc2F)c1	-17%	.	.	.	0.9%
CCOC(=O)Cc1csc(NS(=O)(=O)c2ccc(Cl)cc2)n1	1%	31%	2%	2%	1.8%
Cc1ccnc(NC(c2cccnc2)c2ccc3cccnc3c2O)c1 (stereo not given)	8.5µM*	1%	3%	9%	?
Cc1cc(NC(=O)c2ccccc2Cl)n(C(C)(C)C)n1	.	-9%	-10%	0%	1.2%
CC(=O)Oc1c(C)c2c3c(c1OC(C)=O)[C@@H](C)CC[C@@H]3[C@@H](C)C[C@H]2C=C(C)C	-3%	-4%	-4%	.	3.0%
Cc1ccc(NC(=O)Cn2nnc(C(=O)NCc3ccc4c(c3)OCO4)c2N)cc1	-5%	-15%	15%	2%	i
COc1cc(NC(=O)CSc2ccc(-c3ccco3)nn2)cc(OC)c1	-5%	44%	-19%	-1%	0.6%
CC(=O)Nc1ccc(Oc2ccc(-c3noc(C)n3)cc2)cc1	-4%	2%	-11%	-5%	1.5%	inhibitors of VEEV 10K pilot screen=2.9

As a working copy, some entries already given.
SMILES	influenza NS1A	tuberculosis growth	H37Rv inhibition	Salmonella PhoP GFP	inhibitors of VEEV	others
Cc1ccc(NC(=O)Cn2nnc(C(=O)NCc3ccc4c(c3)OCO4)c2N)cc1	-5%	-15%	15%	2%	i
COc1cc(NC(=O)CSc2ccc(-c3ccco3)nn2)cc(OC)c1	-5%	44%	-19%	-1%	0.6%
CC(=O)Nc1ccc(Oc2ccc(-c3noc(C)n3)cc2)cc1	-4%	2%	-11%	-5%	1.5%	inhibitors of VEEV 10K pilot screen=2.9

Next part.
SMILES	influenza NS1A	tuberculosis growth	H37Rv inhibition	Salmonella PhoP GFP	inhibitors of VEEV	others
CN(CC(=O)Nc1n[nH]c(=S)s1)S(=O)(=O)c1cccc2cccnc12	1%	-9%	0%	-5%	i
COc1ccc(C(=O)N2CCC(n3nnc4cc(F)ccc43)CC2)cc1OC	-13%	-1%	-1%	-7%	1.3%
Cc1ccc(Oc2ncccc2N)c2c1CCC2	-19%	-5%	-8%	3%	3.1%
COCCNC(=O)C(c1ccc(O)cc1)N(Cc1ccco1)C(=O)CCC(=O)Nc1ccccn1 (stereo not given)	4%	3%	-10%	0%	1.1%
CNC(=O)/C(C#N)=C/c1c(N(Cc2ccccc2)Cc2ccccc2)nc2c(C)cccn2c1=O	7%	48%	-9%	-1%	13%
CC(=O)C1(C)N(O)C(C)(C)C(c2ccco2)=[N+]1[O-] (stereo not given)	-8%	-3%	-3%	-3%	1.8%
COc1ccc(CNC(=O)Nc2cccc(C(F)(F)F)c2)cc1OC	5%	-5%	-7%	6%	i
COc1ccc(/C=N/Nc2nc(C)cc(-c3ccccc3)n2)c(OC)c1	-5%	3%	7%	-4%	0.3%
CC(C)=C1C2CCC1C(C(=O)Nc1sc(C)c(-c3ccc(C(C)C)cc3)c1C(N)=O)C2C(=O)O (stereo not given)	14%	24%	13%	2%	0.2%
COc1ccc(CC(=O)Nc2ccc(S(=O)(=O)N(C)C)cc2)cc1OC	7%	-2%	-1%	6%	i	inhibitors of VEEV 10K pilot screen=0.2
Cc1cc(N/N=C/c2ccc(O)cc2O)nc(-n2nc(C)cc2C)n1	-3%	0.77µM*	?	11%	11%
NC(Cc1ccc(O)cc1)C(=O)NN=Cc1ccc(N(CCCl)CCCl)cc1 (stereo not given)	7%	.	.	.	0.3%
O=C(O)CCC(=O)Nc1ccc(Sc2ccc([N+](=O)[O-])cc2)cc1	1%	4%	15%	0%	0.8%
Cc1ccc(-c2csc3nc4c5ccccc5c(NCCCN5CCOCC5)nn4c(=O)c23)cc1	.	78%	25µM*	-5%	.
CS(=O)(=O)N(CC(=O)NCC1CCCO1)c1ccc(Cl)c(Cl)c1 (stereo not given)	-5%	7%	5%	-4%	2.0%
Cc1cccc(NC(=S)NC23CN4CN(CN(C4)C2)C3)c1C	2%	0%	0%	-8%	0.0%
CC(NS(=O)(=O)c1ccccc1)C(c1cccs1)N1CCN(C)CC1 (stereo not given)	2%	4%	-4%	3%	0.1%
Cc1cnc(C(=O)Nc2nnc(C)s2)cn1	10%	5%	-1%	25%	4.0%
C=C1C/C(=C/C)C(=O)O[C@@H]2CCN3CC=C(COC(=O)[C@]1(C)O)[C@H]23	-3%	8%	6%	10%	i
Cc1ccc(SCC(=O)NCc2ccncc2)cc1	4%	36%	7%	-5%	i
O=C(CN1CCOCC1)NCc1ccccc1	35%	10%	4%	10%	0.7%
CNC(=S)N=Nc1c(O)[nH]c2ccc(C(C)C)cc12	1%	9%	5%	-16%	9.1%
O=C(COC(=O)c1cc([N+](=O)[O-])ccc1NCCO)Nc1cccc(S(=O)(=O)N2CCCC2)c1	9%	10%	-1%	6%	3.2%
CCOc1ccccc1NC(=S)N1CCN(c2nc(-c3ccc(F)cc3)cs2)CC1	-2%	12%	1%	9%	i
CCn1cc(C(=O)NC2CCCCC2C)c(=O)c2ccc(C)nc21 (stereo not given)	3%	.	-8%	17%	2.2%	inhibitors of VEEV 10K pilot screen=0.7
CCN(CC)S(=O)(=O)c1ccc(-c2nnc(SCc3nnc(-c4ccc(C)cc4)o3)n2CC)cc1	-7%	23%	-32%	-9%	1.8%
CCOc1ccc2nc(NC(=O)c3cc([N+](=O)[O-])ccc3N3CCOCC3)sc2c1	14%	43%	-3%	0%	10.0%
Cc1ccc(Cl)cc1N1CCN(C(=O)Cc2ccc(-n3c(=O)[nH]c4ccsc4c3=O)cc2)CC1	-4%	38%	10%	3%	6.6%
CC(=O)Oc1ccc(Nc2ccccc2)cc1	11%	77%	2%	-6%	0.6%
COc1ccc(C2CC(=O)C3=C(C2)NC(C)=C(C(=O)Nc2ccccc2C)C3c2coc3ccc(C)cc3c2=O)cc1OC (stereo not given)	11%	69%	?	-9%	1.9%
Cc1cc(C)n(C(=O)c2ccc(C)o2)n1	2%	-9%	-4%	10%	1.8%
CC(NC(=O)COC(=O)Cc1ccsc1)C1CC2CCC1C2 (stereo not given)	-13%	44%	-12%	-7%	1.0%
Cc1[nH]c(=O)c(C#N)c2c1COC(C)(C)C2	-13%	-14%	-1%	5%	0.6%
Cn1c(=O)n(C)c2cc(S(=O)(=O)N3CCN(c4ccccc4)CC3)ccc21	11%	-9%	3%	8%	1.1%
Cc1[nH]n(-c2ccc([N+](=O)[O-])cc2)c(=O)c1C=NCCN1CCN(C(=O)c2ccccc2)CC1	0%	-8%	-13%	-3%	i
O=C(Nc1ncc([N+](=O)[O-])s1)C1CC(=O)N(c2ccc(F)cc2)C1 (stereo not given)	9%	22%	2%	13%	0.7%
CC(=O)N1CCN(c2ccc(NCc3ccc(-c4ccc(Br)cc4)o3)cc2)CC1	41µM*	?	30%	.	i	inhibitors of VEEV 10K pilot screen=0.0
Cn1ncc(Cl)c1C(=O)NCc1ccc(Cl)cc1	7%	-2%	1%	-19%	0.1%
Cc1c(CCOC(=O)c2cc([N+](=O)[O-])cc([N+](=O)[O-])c2)sc[n+]1CC(=O)c1ccccc1	-6%	?	?	3%	0.2%
CCCn1c(-c2ccccc2)cc(SC)c(C#N)c1=O	-11%	-5%	5%	-2%	2.0%
CN(Cc1nc2ccc(F)cc2[nH]1)C(=O)C1CCC(=O)N(C2CC2)C1 (stereo not given)	-7%	1%	-5%	-12%	4.0%
CC(NC(=O)c1cccnc1)C(c1cccs1)N1CCOCC1 (stereo not given)	7%	-11%	-2%	-1%	1.9%
Cc1nn(CC(=O)Nc2c(F)cc(F)cc2Br)c(=O)c2cccn12	2%	18%	-9%	-15%	1.3%
COC1CCN(Cc2cn(Cc3ccccc3)nc2-c2cc3ccccc3o2)CC1	3%	26%	6%	15%	7.6%
Cc1cc(=O)n2[nH]c(-c3ccc(Cl)cc3)cc2n1	-67%	12%	6%	1%	i
CN(C)S(=O)(=O)c1ccc2c(c1)/C(=C/c1cc3c([nH]1)CCCC3)C(=O)N2	1%	4%	-1%	-3%	0.6%
NC(=O)[C@H]1CC2(CC(c3cccc(NC(=O)CC(c4ccccc4)c4ccccc4)c3)=NO2)CN1C(=O)c1ccccc1C(=O)c1ccccc1 (stereo not given in full)	2%	43%	43%	1%	3.1%
CS(=O)(=O)Nc1ccc(C(=O)Nc2cccc([N+](=O)[O-])c2)cc1	6%	-1%	-2%	-3%	2.9%
COc1ccc(-c2cc(C(F)(F)F)n3ncc(C(=O)N4CCCCC4c4cccnc4)c3n2)cc1 (stereo not given)	8%	18%	21%	-16%	9.4%
COc1ccc(C(=O)CN2CCN(c3ccc(Cl)cc3)CC2)cc1OC	-1%	-1%	4%	9%	i
Cc1ccc(NC2(C#N)C(=O)Nc3ccccc32)cc1 (stereo not given)	4%	41%	-2%	-7%	1.1%
Cc1ccc(S(=O)(=O)NCc2ccco2)cc1C(N)=O	7%	-1%	-2%	7%	1.5%
O=C(Cn1c(/C=C/c2ccccc2)nc2ccccc21)Nc1ccc(F)cc1	-5%	3%	1%	-5%	1.4%
N#Cc1ccc(C(=O)NNC(=O)c2cccc(S(=O)(=O)N3CCOCC3)c2)cc1	-2%	-1%	4%	.	2.5%
CCc1cccc(OCCCCNCCO)c1	7%	-23%	-7%	11%	0.4%
O=C(COC(=O)C1CCC1)Nc1cc(S(=O)(=O)N2CCCCC2)ccc1Cl	4%	8%	4%	0%	9.9%
N#CCSc1nnc(COc2ccc3ccccc3c2)o1	14%	57%	70%	-3%	i
O=C(OCC(=O)N1CCCC1=O)c1cc(S(=O)(=O)N2CCOCC2)ccc1F	-6%	-9%	1%	-2%	1.8%
CNC(=O)CN1C(=O)CSc2nc(C)cc(C)c21	0%	-5%	-3%	-1%	0.5%
O=C(NCc1ccccc1Cl)C1CC(=O)N(Cc2ccccc2)C1 (stereo not given)	5%	8%	8%	6%	i
c1ccc(CCC2CCCCN2Cc2cn[nH]c2-c2cc3ccccc3o2)nc1 (stereo not given)	8%	35%	-10%	-14%	2.5%
COC(=O)c1ccc(Oc2nc(NC(C)C)nc(SC)n2)cc1	-13%	28%	17%	8%	4.2%
CCCc1cc(=O)[nH]c(SCC(=O)Nc2ccc(Br)cc2)n1	-11%	16%	7%	-12%	i

Source: PubChem BioAssay
